# Mtb UGM inh – M. tuberculosis UGM enzyme inhibitors, primary screen, biochemical, fluorescence polarization, single point. UDP-galactopyranose mutase (Mycobacterium tuberculosis (strain ATCC 25618 / H37Rv)), …. purified UGM, fluorescence polarization probe displacement. inhibition, % at 10 µM. 320,000 tested, 0.06% active. AID 504406, 2011; in the data active means inhibition above about 10%, passing the limit was not always enough; inconclusive means no clear call, values can overlap the other calls
# GDH-TPI inh – GDH-TPI coupling enzyme inhibitors, primary screen, artefact control for M. tuberculosis FBA inhibitor project, biochemical, absorbance, full deck; GDH-TPI coupled enzyme counterscreen, NADH absorbance; inhibition, % at 4.8 µM; 360,000 tested, 1.2% active; AID 588335, 2011; in the data active means inhibition above about 30%;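 further: 0% = DMSO wells and 100% = wells lacking the enzyme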
# FadD28 binding – inhibitors of FadD28 bisubstrate probe binding, primary screen, biochemical, fluorescence polarization, single point | Mycobacterium tuberculosis FadD28 fatty-acid-AMP ligase | 360,000 tested, 0.22% active | AID 588549, 2011 | inhibition, % at 12.5 µM; in the data active means inhibition above about 8.5%, passing the limit was not always enough; inconclusive means no clear call, values can overlap the other calls
# Mtb FBA inh – Mtb FBA enzyme inhibitors, primary screen, biochemical, fluorescence, strain H37Rv. Fructose-bisphosphate aldolase (Mycobacterium tuberculosis (strain ATCC 25618 / H37Rv)), …. purified M. tuberculosis FBA, fluorescence read-out. inhibition, % at 1 µM. 360,000 tested, 2.3% active; in the data active means inhibition above about 27%;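 further: 0% = vehicle and 100% = reference inhibitor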
# BoNT A protease – BoNT/A light chain protease inhibitors, primary screen, biochemical, flow cytometry, MLPCN library. 360,000 tested, 0.17% active. inhibition, % at 10 µM. Botulinum neurotoxin type A light chain protease (Clostridium botulinum A str. ATCC 3502). multiplex microsphere protease substrate cleavage; further: plate controls were buffer without enzyme for full effect and enzyme alone for no effect
# Anthrax LF prot – Bacillus anthracis LF protease inhibitors, primary screen, biochemical, multiplex microsphere, MLPCN library. Lethal factor (Bacillus anthracis), P15917. multiplex microsphere protease cleavage assay. inhibition, % at 10 µM. 360,000 tested, 0.12% active. AID 588501, 2011; further: plate controls were buffer without enzyme for full effect and enzyme alone for no effect
# Target sequence (P15917 whole entry, looked up): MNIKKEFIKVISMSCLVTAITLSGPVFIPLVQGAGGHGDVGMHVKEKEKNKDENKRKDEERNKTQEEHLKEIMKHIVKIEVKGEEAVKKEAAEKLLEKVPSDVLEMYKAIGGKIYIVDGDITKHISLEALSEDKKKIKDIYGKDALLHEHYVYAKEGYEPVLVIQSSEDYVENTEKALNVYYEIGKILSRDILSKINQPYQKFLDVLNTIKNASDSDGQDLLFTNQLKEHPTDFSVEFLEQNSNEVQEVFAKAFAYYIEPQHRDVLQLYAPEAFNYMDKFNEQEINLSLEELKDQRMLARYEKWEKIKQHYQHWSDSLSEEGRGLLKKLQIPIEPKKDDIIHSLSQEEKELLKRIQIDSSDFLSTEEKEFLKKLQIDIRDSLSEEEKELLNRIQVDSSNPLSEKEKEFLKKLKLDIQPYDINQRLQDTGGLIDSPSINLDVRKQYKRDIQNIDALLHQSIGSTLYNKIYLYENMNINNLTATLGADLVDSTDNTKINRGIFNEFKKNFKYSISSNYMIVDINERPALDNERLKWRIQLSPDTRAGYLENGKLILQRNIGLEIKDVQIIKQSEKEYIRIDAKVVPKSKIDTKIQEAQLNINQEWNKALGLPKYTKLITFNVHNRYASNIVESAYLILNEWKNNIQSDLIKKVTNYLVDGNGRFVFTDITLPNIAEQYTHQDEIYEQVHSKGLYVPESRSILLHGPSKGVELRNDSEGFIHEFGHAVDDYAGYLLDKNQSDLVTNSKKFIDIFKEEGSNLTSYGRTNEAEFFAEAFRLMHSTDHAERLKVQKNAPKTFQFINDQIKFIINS
# BioA inh – M. tuberculosis BioA enzyme inhibitors, primary screen, biochemical, plate reader, single point, HTS; 7,8-diaminopelargonic acid synthase BioA (Mycobacterium tuberculosis); purified M. tuberculosis BioA enzyme; inhibition, % at 9.99 µM; 360,000 tested, 0.096% active; AID 602481, 2012; in the data active means inhibition above about 40%; inconclusive means no clear call, values can overlap the other calls
# PfHsp40 rescue – rescue of yeast from PfHsp40 toxicity, primary screen, S. cerevisiae, ATP luminescence | S. cerevisiae expressing PfHsp40, growth rescue | growth rescue, % at 12.5 µM | 340,000 tested, 0.68% active; in the data active means growth rescue above about 28%, passing the limit was not always enough; inconclusive means no clear call, values can overlap the other calls;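 further: yeast W303a lacking pdr1 and pdr3 grown in galactose medium; growth measured after three days at 30 °C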
# BoNT F protease – BoNT/F light chain protease inhibitors, primary screen, biochemical, flow cytometry, MLPCN library. Multiplex microsphere protease cleavage assay. inhibition, % at 10 µM. 360,000 tested, 0.22% active. AID 588497, 2011; in the data active means inhibition above about 35%, passing the limit was not always enough; inconclusive means no clear call, values can overlap the other calls; further: plate controls were buffer without enzyme for full effect and enzyme alone for no effect
# * = called active by the depositor; ? = inconclusive; nt = not tested or not shown. Unless noted, no stated cut-off is given here; in the data, active means inhibition above about 30%; inconclusive means no clear call, values can overlap the other calls; inactive means below that.
SMILES,Mtb UGM inh,GDH-TPI inh,FadD28 binding,Mtb FBA inh,BoNT A protease,Anthrax LF prot,BioA inh,PfHsp40 rescue,BoNT F protease
O=C(CC1Oc2ccccc2NC1=O)NCc1ccc(Cl)cc1 (configuration not stated),-1.1,12,-0.7,0,-1.2,-8,-1.2,0.1,-14
O=C(Nc1ccc2c(c1)OCO2)c1ccc2sc([C@@H]3O[C@H](CO)[C@@H](O)[C@H]3O)nc2c1,nt,-4,-3.2,-3,-0.1,-3,0.5,nt,-9
O=C(COC(=O)C1CCC1)Nc1cc(S(=O)(=O)N2CCOCC2)ccc1Cl,nt,-2,1.5,0,-0.3,-7,1.7,nt,-2
CN(Cc1ccccc1)C(=O)CN1C(=O)c2ccccc2C1=O,-0.9,9,-2.5,0,-2.8,26,6.1,-0.6,-3
CCOc1ccc(NC(=O)NNC(=O)c2ccc(Cl)cc2Cl)cc1,-3.5,-3,1.1,-1,-0.8,-7,nt,0.3,1
COc1ccc(OC)c(S(=O)(=O)N2CCC(C(=O)Nc3cccc(C)c3)CC2)c1,-2.6,16,-2.2,5,-0.6,-3,nt,-1.5,-7
COc1cccc(/C=c2\s/c(=C\C(=O)C(C)(C)C)[nH]c2=O)c1,0.9,9,-4.4,-9,-0.7,-2,nt,2.6,-6
COc1cccc(-c2csc(N3CCN(C(=O)C4CCCCC4)CC3)n2)c1,nt,7,-0.8,7,1.9,-3,0.1,-0.4,-7
Cc1cn2c(-c3cccnc3)nnc2s1,0.2,-3,-4.5,-1,5.8,-18,16,-0.5,6
COc1ccccc1OC(=O)c1cc(Cl)nc2ccccc12,1.0,13,-4.2,2,0.1,0,nt,-2.7,-3
Cc1cccc2sc(=S)[nH]c12,nt,nt,-0.8,1,0.2,3,-0.6,nt,4
C=C[C@H](CC(C)C)N(Cc1ccccc1)S(=O)(=O)N(Cc1ccccc1)[C@@H](C=C)CC(C)C,4.8,3,2.1,-1,-0.9,-9,0.3,0.0,-6
Cc1ccc(NC(=O)CC(NCCN2CCOCC2)C(=O)O)cc1Cl (configuration not stated),-0.2,10,-2.1,3,nt,nt,-0.1,0.2,nt
CC1CC(C(F)F)n2nc(C(=O)O)cc2N1 (configuration not stated),6.2,-5,-3.5,-6,0.3,-3,-0.5,0.1,-2
CCC(C)NS(=O)(=O)c1ccc(OCC(=O)Nc2ccc(F)cc2F)cc1 (configuration not stated),1.1,-1,-3.5,3,0.6,0,2.9,0.6,4
COc1ccc2nc(SCC(=O)NC(C)c3ccccc3)[nH]c2c1 (configuration not stated),3.5,-5,-3.6,-3,-1.7,1,0.1,-0.8,-12
COc1ccccc1N1CCN(C(=O)c2ccc(CSc3ccccc3)cc2)CC1,0.4,2,-1.8,2,-0.2,-1,0.4,1.8,1
COCCn1c(Br)nc2c1c(=O)n(C)c(=O)n2C,2.1,-5,-3.1,-5,0.3,-4,nt,0.0,2
CC1(C)C(=O)OC(c2ccccc2)C2(CCCC2)C1=O (configuration not stated),1.3,9,-1.1,0,0.0,-2,-2.0,0.9,0
O=C(Nc1ccc(F)cc1)c1cc2c(s1)CCCC2,-0.2,-3,-1.7,-1,-1.0,-11,3.9,nt,?
CC(C)C[C@H](NC(=O)c1[nH]cnc1C(=O)N[C@@H](C)c1ccccc1)C(=O)OC(C)(C)C,-3.1,-3,-3.1,-2,-0.2,-3,0.5,15,-1
Cc1ccc(N2C(=O)[C@@H]3C(C(=O)C(c4ccccc4)c4ccccc4)=NN[C@@H]3C2=O)cc1,1.9,13,-3.1,0,0.1,0,nt,1.8,3
C/C(N)=C(/C#N)C(=O)CSc1nnc(COc2cc(C)ccc2C)o1,0.7,2,0.8,3,-1.5,1,nt,-0.9,-17
O=C(O)CCSCCC(=O)O,0.8,-1,-0.2,-6,0.2,-5,-3.5,-0.5,-3
CCCn1cc(CN2CCC(Oc3ccc(C(=O)N4CCCC4)cc3)CC2)c(C)n1,-0.3,6,-2.9,-2,-1.6,-1,-1.2,-0.9,1
COc1ccc(-c2cc(C(=O)Nc3cccc(S(=O)(=O)NCc4ccco4)c3)c3ccccc3n2)cc1OC,4.3,4,-4.0,-1,-0.8,-4,nt,1.9,-6
CN(C)C(=O)CCc1ccc2c3c([nH]c2c1)[C@]1(CCc2ccccc2)[C@@H](C(=O)N2CCCCC2)C[C@H](CC(=O)NCc2cccc(C(F)(F)F)c2)C(=O)N1CC3,nt,-11,-3.2,-1,-0.3,-6,-0.3,1.4,2
CCOC(=O)C1=C(N)Oc2cc(O)ccc2C1c1ccc(C)cc1 (configuration not stated),0.1,-5,-2.0,1,-1.6,10,11,-1.1,5
CC(C)Oc1ccc(CCc2n[nH]c(=S)n2Cc2ccccc2)cc1,-1.5,-2,-1.8,-1,0.4,2,0.8,12,6
Cc1nnc(SCC(=O)NC2CCCc3c2cnn3-c2ccc(F)cc2F)o1 (configuration not stated),1.6,-7,nt,-1,-1.7,-2,-0.4,0.9,-10
CCOC(=O)C1CCCCN1Cc1cccc(C(F)(F)F)c1 (configuration not stated),-0.5,9,-1.5,2,-4.0,-14,nt,0.1,-24
COCCNC(=O)NC(=O)CN1CCN(C(c2ccccc2)c2ccccc2)CC1,-1.8,8,-0.4,-1,0.1,-1,nt,-1.4,1
CC1=NN(C(=O)Cn2nc([N+](=O)[O-])c(Br)c2C)C(O)(C(F)(F)F)C1 (configuration not stated),-1.5,6,-1.9,0,-0.5,-2,nt,-0.4,-6
Cc1cc(C)n2ncc(C(=O)NCc3ccc(Cl)cc3)c2n1,-0.4,5,-1.4,34*,-0.3,-4,0.2,0.8,-5
O=C1OCC/C1=C\c1ccccc1O,5.1,4,-0.5,-3,-0.4,-8,1.0,-0.9,3
COc1ccc(Cl)cc1S(=O)(=O)N1CCC(C(=O)NCc2ccccn2)CC1,-1.0,-2,-2.8,-3,-1.7,0,nt,-1.2,2
O=C(CC1C(=O)NCCN1Cc1ccccc1)NCCCOc1cccnc1 (configuration not stated),-3.3,2,-0.2,7,-2.5,-4,-0.5,7.3,-9
CC1Nc2ncnc(N3CCN(c4ccccc4)CC3)c2N(Cc2ccc(Cl)cc2)C1=O (configuration not stated),-0.4,20,-2.1,1,-1.1,-7,-2.4,1.5,-17
CCOc1ccc(C(=O)Nc2ccc3nc(N4CCN(CC)CC4)cc(C)c3c2)cc1,-1.8,15,0.3,3,2.4,0,1.3,-0.6,-9
FC(F)c1nc2nc(Cl)c(Cl)nc2[nH]1,nt,23,-1.0,6,0.1,8,nt,nt,4
CCOc1ccc(CN(C)CC(=O)Nc2cc(C)c(C)cc2[N+](=O)[O-])cc1,0.1,16,0.6,-2,-1.2,-3,-2.0,0.4,-7
O=C(CN1CCN(S(=O)(=O)c2ccccc2[N+](=O)[O-])CC1)Nc1ccc(N2CCOCC2)cc1,6.2,-3,-1.4,1,nt,nt,nt,0.9,nt
Cc1ccc2c(c1)N(Cc1cccc(Cl)c1)C(=O)c1cccnc1O2,-2.6,1,-3.3,1,-0.8,1,nt,3.3,1
O=C1Nc2ccccc2C(O)(C(=O)NCc2ccco2)N1c1ccc(Cl)c(Cl)c1 (configuration not stated),-1.2,15,1.0,5,0.3,-4,-3.4,0.6,?
CCN1C[C@]2(COC)CC[C@H](O)[C@]34C1[C@](O)([C@@H](OC)[C@H]23)[C@@]1(O)C[C@H](OC)[C@H]2C[C@@H]4[C@@H]1[C@H]2OC,1.0,-10,-2.8,1,-0.1,4,-0.1,-0.5,1
CCN(C1CCCCC1)S(=O)(=O)c1ccc(S(=O)(=O)N2CCN(CCC#N)CC2)cc1,2.2,-17,-4.3,3,0.1,2,-0.8,-0.8,-2
CC(C)(C)n1nnnc1C(c1cccs1)N1CCCC2(CCCCC2)C1 (configuration not stated),-1.1,11,-1.3,2,-1.3,-6,-3.1,0.9,-3
Cc1cc(N2CCN(c3cccc(C(F)(F)F)c3)CC2)n2nc(C)nc2n1,nt,8,-5.5,0,-0.2,-3,-1.3,-0.4,7
COc1ccc(NC(=O)COC(=O)c2ccc(-n3cnnn3)cc2)cc1Cl,-0.9,0,-1.7,7,-1.4,2,-1.1,-1.0,-5
COc1ccc(NC(=O)CSc2nncs2)cc1S(N)(=O)=O,-2.1,4,-0.6,0,1.5,-4,nt,-1.0,-1
COc1ccc(N=c2oc3c(OC)cccc3cc2C(=O)NCc2ccco2)c(OC)c1,2.9,11,-0.1,3,2.6,-11,-4.6,0.6,2
NS(=O)(=O)c1ccc(CCNC(=O)CSc2nc3ccccc3c3nc(CCN4CCCCC4)nn23)cc1,0.9,-2,-1.3,1,0.3,-1,nt,0.2,-4
Cn1cnc(S(=O)(=O)N2CCN(C(c3ccc(F)cc3)c3ccc(F)cc3)CC2)c1,3.8,-5,-18,0,-0.3,-1,1.0,0.1,4
Cc1ccccc1C(=O)NCCOc1ccccc1Cl,7.4,-3,-3.2,-5,-34,-57,-1.1,-0.8,?
Cn1c(=O)[nH]c(=O)c2c1nc(Sc1ccccc1)n2CCc1ccccc1,1.7,-2,0.7,3,-0.4,3,-0.6,-0.8,-4
Cc1ccc2nc(Nc3nc(CSc4nnnn4-c4ccccc4)cc(=O)[nH]3)nc(C)c2c1,0.3,9,-0.4,3,-0.1,-13,-3.9,0.0,6
Cc1cccc(Oc2nc3c(c(=O)n(C)c(=O)n3C)n2C)c1,0.9,2,-0.7,1,0.6,2,-0.7,0.9,1
CP(=O)(O)CCCN,-1.0,2,-0.4,3,3.5,4,-1.7,-0.7,17
CC1CC(C)CN(S(=O)(=O)c2ccc3c(c2)CCN3C(=O)C2CC2)C1 (configuration not stated),-0.3,5,-2.4,0,2.1,-2,-2.4,8.9,6
CC(C)(C)c1ccc(C(=O)NCCC(=O)Nc2ccc3c(c2)OCCO3)cc1,nt,5,-0.7,-1,3.0,-4,nt,-0.2,-2

# An excerpt from above in order of count of non-hydrogen atoms, lowest first:
SMILES,Mtb UGM inh,GDH-TPI inh,FadD28 binding,Mtb FBA inh,BoNT A protease,Anthrax LF prot,BioA inh,PfHsp40 rescue,BoNT F protease
O=C1OCC/C1=C\c1ccccc1O,5.1,4,-0.5,-3,-0.4,-8,1.0,-0.9,3
CC(C)Oc1ccc(CCc2n[nH]c(=S)n2Cc2ccccc2)cc1,-1.5,-2,-1.8,-1,0.4,2,0.8,12,6
NS(=O)(=O)c1ccc(CCNC(=O)CSc2nc3ccccc3c3nc(CCN4CCCCC4)nn23)cc1,0.9,-2,-1.3,1,0.3,-1,nt,0.2,-4

# The listing continues.
SMILES,Mtb UGM inh,GDH-TPI inh,FadD28 binding,Mtb FBA inh,BoNT A protease,Anthrax LF prot,BioA inh,PfHsp40 rescue,BoNT F protease
Cc1ccc2c(c1)N(CC(=O)Nc1c(C)cccc1C)C(=O)c1cccnc1O2,-0.4,11,-1.4,0,2.9,0,-5.0,0.6,9
c1ccc(CN2CCCC3(CCCN(Cc4nc(CC5CC5)no4)C3)C2)cc1 (configuration not stated),0.7,9,-1.2,-1,-0.1,-2,nt,-1.2,-7
COc1ccc(-n2ncc3c(Nc4cccc(C)c4)ncnc32)cc1,-0.7,6,-1.1,4,0.3,-9,-1.1,-0.2,-10
N#C/C(=C\c1ccco1)Sc1nc2ccccc2s1,1.6,27,-11,-9,0.0,-2,2.4,-0.3,-1
